# Source: PubChem BioAssay (National Center for Advancing Translational Sciences (NCATS))
# UDG counterscr: Primary qHTS assay for inhibitors of Activation Induced Cytidine Deaminase (AID): UDG Counterscreen signal | Uracil-DNA glycosylase | FRET deamination/UDG coupled assay, UDG read, 4 h | Potency, µM (series often up to 115 µM), without a hit: top-dose activity change, negative = inhibition, hits mostly inhibitors | 0.14% of 91,000 active | AID 1347430, 2020; further: nearly all actives have a fitted effect of over 65% in size
# AID inhibitor: Primary qHTS assay for inhibitors of Activation Induced Cytidine Deaminase (AID): AID signal; Single-stranded DNA cytosine deaminase (Homo sapiens), Q9GZX7; AID deamination FRET fluorescence, UDG-coupled, 4 h; Potency, µM (highest dose often 115 µM), for the others: top-dose activity change, negative = inhibition, usual class: inhibitors; 0.32% of 91,000 active; further: nearly all actives have a fitted effect of over 25% in size
# Target sequence (Q9GZX7 whole entry, looked up): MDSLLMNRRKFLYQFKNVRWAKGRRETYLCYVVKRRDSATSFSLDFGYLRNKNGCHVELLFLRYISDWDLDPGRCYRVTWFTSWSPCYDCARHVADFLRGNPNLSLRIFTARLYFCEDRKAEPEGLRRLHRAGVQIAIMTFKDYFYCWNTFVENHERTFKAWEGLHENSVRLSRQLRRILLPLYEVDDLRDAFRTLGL
# An asterisk follows results filed as active; ? = inconclusive; [ ] = another dose, or the depositor's remark. The call rests on the fitted dose curve; in most records, active means well fitted curve in the direction sought with a large enough effect; inconclusive means small, poorly fitted or top-dose-only effect, or another doubt; inactive means no such curve, though single readings can be large; an effect the other way counts as inactive or inconclusive. On the % scale 0 is the no-effect control and ±100 the full control effect; potency means the concentration at half of the fitted maximal effect. A portion of the library; count on the stated rates, not on these rows.
Molecule	UDG counterscr	AID inhibitor
Cc1cc(C)c2[nH]c(C)c(CN3CC4(C)CC3CC(C)(C)C4)c(=O)c2c1 (configuration not stated)	-4%	-1%
CNC(=O)CCS(=O)(=O)Cc1coc(-c2ccc(F)cc2)n1	0%	-4%
Clc1ccc(-n2ncc3c(NC4CCCCC4)ncnc32)cc1	-3%	0%
COC(=O)C(CCSC)Nc1ncnc2onc(-c3ccc(F)cc3)c12 (configuration not stated)	-10%	-8%
Cc1oc(-c2nc(C#N)c(NC(C)c3ccccc3)o2)cc1S(=O)(=O)N1CCOCC1 (configuration not stated)	7%	-7%
Fc1ccc(CN2CCC(NCC3CNc4ccnn4C3)CC2)cc1 (configuration not stated)	-4%	-13%
O=C(c1ccsc1)N(Cc1cccs1)C1CC1	-5%	1%
Cc1oc2cc(OCC(=O)O)ccc2c(=O)c1-c1ccc(Cl)cc1	-6%	-2%
CNC(=O)NC(=O)CSc1nc(-c2ccco2)nc2ccccc12	4%	3%
COc1ccc(C2=C(C)C(N3CCC(C(=O)NCc4ccc(C)o4)CC3)=NS2(=O)=O)cc1	7%	6%
Cc1ccc(NC(=O)Cn2c(=O)n(CCCCC(=O)NCc3ccccc3Cl)c(=O)c3ccccc32)cc1	0%	8%
Cn1c(=O)c2c(nc(N3CCC(Cc4ccccc4)CC3)n2CC(=O)c2ccccc2)n(C)c1=O	-5%	2%
CC1CCN(CCCNC2CCCC2)CC1	-4%	20%
COc1ccc(-c2cc3ccc(O)cc3oc2=O)c(OC)c1	3%	-2%
O=C(Cn1cc(SCc2ccc(Cl)cc2)c2ccccc21)N1CCCC1	-8%	8%

# The listing continues:
Molecule	UDG counterscr	AID inhibitor
Cc1oc2ccc(O)c(CN3CCOCC3)c2c1C(=O)Nc1cccc(C(F)(F)F)c1	0%	5%
CC1=Nc2cc(C(=O)NC3CCC(C)CC3)ccc2Sc2c(C)ccc(C)c21 (configuration not stated)	8%	-19%
CS(=O)(=O)c1ccc(OCCOc2cccc(F)c2)cc1	1%	0%
Cc1cc(=O)n(Cc2cccc(F)c2)c2c1c(C)nn2-c1cccc(F)c1	2%	6%
Cc1nc(CNC(=O)NCC(C)N2CCCCC2C)cs1 (configuration not stated)	-11%	0%
COc1cccc2cc(-c3nnc(SCC(=O)Nc4ccccc4C(C)C)n3N)oc12	13%	-3%
Cc1ccc(C)c(OCC(O)Cn2nc(C)c3ccccc3c2=O)c1C (configuration not stated)	-5%	-14%
CC(C)(C)C1CCC(C(=O)Nc2ccc(F)cc2)CC1 (configuration not stated)	5%	-1%
Cc1ccc(-n2c(=O)c3c4c(sc3n(Cc3cc(=O)n5ccccc5n3)c2=O)CCC4)cc1C	-17%	-19%
COc1ccc(-c2noc(-c3cccc(OC)c3OC)n2)cc1	5%[57.5 µM]	5%
CSc1cccc(Nc2nc(SC)nc(-c3ccccc3)c2C#N)c1	-6%	-4%
COc1ccc(Nc2nc(Nc3ccc(F)cc3)nc3nccnc23)cc1	0%	25µM*
COC(=O)NC(NC(=O)OC)C(Cl)(Cl)Cl	4%	10%
COc1ccc(-c2cc(C)no2)cc1S(=O)(=O)N1CCCC(C)C1 (configuration not stated)	-9%	-10%
Fc1ccc(NCc2ccccc2-c2nnc(-c3ccccc3Cl)o2)cc1Cl	6%	-5%

# Additional records follow:
Molecule	UDG counterscr	AID inhibitor
CC1=C(C(=O)OCc2ccccc2)C2(C(=O)Nc3ccc(Br)cc32)C(C(=O)OCc2ccccc2)=C(N)O1 (configuration not stated)	-8%	140%[activator]
CCN(CC)C(CNC(=O)C1CC2CCC1C2)c1ccsc1 (configuration not stated)	15%	-1%
Cn1c(SCC(=O)Nc2ccc(Br)cn2)nnc1-c1cccs1	2%	-4%
COC(=O)c1ccc(C2CC(=O)Nc3c2cc(Br)c2ccccc32)cc1 (configuration not stated)	1%	3%
CCc1nnc(SCC(=O)Nc2cc(Cl)c(OC)cc2OC)c2cc3oc(C)cc3n12	6%	-5%
CCOc1ccc(NC(=O)CSc2nnc(-c3ccncc3)n2-c2ccccc2)cc1	-22%[57.5 µM]	-3%
CCOC(=O)c1cnc(SCc2nc(-c3ccc(OC)cc3)oc2C)nc1N	-7%	-1%
CCCc1nnc(NC(=O)Cc2coc3cc(C)cc(C)c23)s1	14%	-2%
Cc1ccccc1C(=O)OCc1cc(=O)n2c(C)csc2n1	14%	13%
CCOC(=O)CC(NC(=O)c1cc2c(=O)n3cccc(C)c3nc2s1)c1ccc(OCC(C)C)c(OC)c1 (configuration not stated)	-10%[57.5 µM]	18%
Cc1cc(-c2nc3ccccc3s2)ccc1NC(=O)c1cc(Cl)ccc1Cl	-4%	-7%
CC1=C(C(=O)OC(C)C)C(c2ccccc2C(F)(F)F)CC(=O)N1 (configuration not stated)	-1%	-3%
CC(C)n1nc(C(=O)Nc2ccccc2)c2ccccc2c1=O	-3%	1%
CCN(CC(=O)NC(C)(C)C)C(=O)c1ccc(C#N)cc1	1%	4%
Fc1ccc(-c2csc(=S)[nH]2)cc1	3%	-1%

# (more compounds)
Molecule	UDG counterscr	AID inhibitor
CCCCOC(=O)c1ccc(NC(=O)CC2NCCNC2=O)cc1 (configuration not stated)	-6%	11%
CCCCNC(=O)c1ccccc1N	1%	3%
CC1=NN(c2nc(C)cc(C)n2)C(=O)C1Cc1ccc(C)cc1 (configuration not stated)	-32%	-6%
CCOC(=O)/C(C#N)=C/c1cc(Br)ccc1OCc1ccccc1Cl	-13%	?
CCCn1nc(C(=O)Nc2nc(-c3cc(OC)ccc3OC)cs2)c2ccccc2c1=O	8%	4%
COc1cccc(CNC(=O)c2ccc3c(c2)NC(=O)CS3)c1	5%	-2%
Nc1ccc(-c2ccn[nH]2)cc1	-9%	16%
CCOc1ccc(CNS(=O)(=O)c2cc3c(cc2C)NC(=O)CO3)cc1OC	-3%	20%
CCCC(=O)Nc1nc2cc(NS(=O)(=O)c3cc(F)ccc3F)ccc2s1	-1%	-12%
COc1ccc(S(=O)(=O)N2Cc3ccccc3CC2C(=O)Nc2ccc(C)cc2)cc1OC (configuration not stated)	-5%	-15%
Cc1ccc(-c2cnc(CCC(=O)Nc3ccc(F)c(F)c3)o2)cc1C	-4%	-5%
COc1ccc(C2c3c(n(C)c4ccccc34)C(=O)N2CC(=O)Nc2cc(Cl)ccc2C)cc1 (configuration not stated)	21%	1%
Clc1ccc(N/N=C/c2ccccc2)cc1Cl	4%	-11%
COc1cc(C(=O)NNC(=O)CCNC(=O)c2ccc3ccccc3c2)cc(OC)c1OC	10%	-1%
CSc1ccc(/C=N/Nc2ccc(S(N)(=O)=O)cc2[N+](=O)[O-])cc1	4%	-2%

# Further structures.
Molecule	UDG counterscr	AID inhibitor
CCOc1ccccc1NC(=O)CN1C(=O)COc2ccc(S(=O)(=O)N3CCCCCC3)cc21	11%	2%
COc1cc(OC)cc(C(=O)Nc2ccc(S(=O)(=O)Nc3ncccn3)cc2)c1	-11%	22%
CC(C)c1ccc(S(=O)(=O)N(Cc2ccc(C(=O)NC3CC3)cc2)C2CC2)cc1	5%	-3%
C#CCNC(=O)CCSCc1csc(C)n1	1%	6%
CCN(C(=O)CSc1nc(-c2ccccc2)no1)c1ccccc1	5%	-9%
COc1cc(CNC(=O)c2cc3n(n2)CCCN(Cc2ccc(C)cc2)C3=O)cc(OC)c1OC	-3%	8%
CN(C)c1cc2c(Nc3ccc4c(cnn4Cc4ccccc4)c3)ncnc2cn1	-6%	-3%
O=C(COC(=O)c1sc2ccccc2c1Cl)NCC1CCCO1 (configuration not stated)	-1%	-3%
CCc1ccc(NS(=O)(=O)c2ccc3[nH]cc(C(=O)NCCc4ccccc4)c(=O)c3c2)cc1	7%[57.5 µM]	5%
C=C(C)Cn1c(SCC(=O)O)nc2c1c(=O)n(C)c(=O)n2C	8%	-1%
Fc1cc(CSc2nccc(C(F)(F)F)n2)c2ncccc2c1	-3%	-15%
Cc1nnc(SCc2cc(=O)n3cccc(C)c3n2)s1	-7%	-26%
CCCNc1nc(-c2cc(C)n(-c3cc(C)on3)c2C)cs1	6%	28%
O=C1CN(C(=O)COc2ccc(Cl)cc2)C(c2ccc(F)cc2)c2cc(Br)ccc2N1 (configuration not stated)	-5%	?
Cc1ccc(NC(=O)c2sccc2C)cc1I	-9%	-7%

# (continued)
Molecule	UDG counterscr	AID inhibitor
CC(C)n1nc(C(=O)Nc2cccc(S(=O)(=O)NC3=NCCC3)c2)c2ccccc2c1=O	-4%	-1%
COc1ccc(OC)c(CN2CCC(C)CC2)c1	2%	-3%
CCn1cc2nc(SCC(=O)Nc3cc(OC)ccc3OC)n(Cc3ccc(Cl)cc3)c(=O)c2n1	-3%	-7%
CC(=O)c1cccc(NC(=O)C(C)n2c(=O)cc(-c3ccccc3)c3c(C)nn(C)c32)c1 (configuration not stated)	19%	15%
CC(Sc1ncccc1Cl)C(=O)NC(C)(C)C (configuration not stated)	-2%	-5%
O/N=C/c1cccc(OCc2ccccc2)c1	-12%	-13%
Cc1cc(C)c(CO)c(C)c1C=O	-18%	-6%
CCOC(=O)Cn1c(=O)n(CC2CCCO2)c2nc(-c3ccc(C)cc3)nc(C(N)=O)c21 (configuration not stated)	12%	36%[activator]
Cc1cccc(Cn2c(CN3CCCC(C)C3)nc3c2c(=O)n(C)c(=O)n3C)c1 (configuration not stated)	3%	-11%
CCCCNS(=O)(=O)c1ccc2nc(-c3cccnc3)cc(C(=O)NCCOC)c2c1	4%	10%
Cc1ccc(CN2CCC(CNC(=O)Nc3cccc(C(F)(F)F)c3)CC2)cc1	-14%	-14%
COc1ccc(S(=O)(=O)NCCCO)cc1-c1nnc2c3ccccc3c(C)nn12	-2%	8%
COC(=O)c1ccc(C2/C(=C(\O)c3cccc(OC)c3)C(=O)C(=O)N2CCCn2ccnc2)cc1 (configuration not stated)	-4%	5%
Cc1ccccc1-c1noc(-c2ccc(N3CCC(C)CC3)c([N+](=O)[O-])c2)n1	11%	6%
CN(C)c1ncccc1CNC(=O)c1nccnc1N	5%	-3%

# Quoted from above (15 entries):
Molecule	UDG counterscr	AID inhibitor
CCCNc1nc(-c2cc(C)n(-c3cc(C)on3)c2C)cs1	6%	28%
O=C1CN(C(=O)COc2ccc(Cl)cc2)C(c2ccc(F)cc2)c2cc(Br)ccc2N1 (configuration not stated)	-5%	?
Cc1ccc(NC(=O)c2sccc2C)cc1I	-9%	-7%
CC(C)n1nc(C(=O)Nc2cccc(S(=O)(=O)NC3=NCCC3)c2)c2ccccc2c1=O	-4%	-1%
COc1ccc(OC)c(CN2CCC(C)CC2)c1	2%	-3%
CCn1cc2nc(SCC(=O)Nc3cc(OC)ccc3OC)n(Cc3ccc(Cl)cc3)c(=O)c2n1	-3%	-7%
CC(=O)c1cccc(NC(=O)C(C)n2c(=O)cc(-c3ccccc3)c3c(C)nn(C)c32)c1 (configuration not stated)	19%	15%
CC(Sc1ncccc1Cl)C(=O)NC(C)(C)C (configuration not stated)	-2%	-5%
O/N=C/c1cccc(OCc2ccccc2)c1	-12%	-13%
Cc1cc(C)c(CO)c(C)c1C=O	-18%	-6%
CCOC(=O)Cn1c(=O)n(CC2CCCO2)c2nc(-c3ccc(C)cc3)nc(C(N)=O)c21 (configuration not stated)	12%	36%[activator]
Cc1cccc(Cn2c(CN3CCCC(C)C3)nc3c2c(=O)n(C)c(=O)n3C)c1 (configuration not stated)	3%	-11%
CCCCNS(=O)(=O)c1ccc2nc(-c3cccnc3)cc(C(=O)NCCOC)c2c1	4%	10%
Cc1ccc(CN2CCC(CNC(=O)Nc3cccc(C(F)(F)F)c3)CC2)cc1	-14%	-14%
COc1ccc(S(=O)(=O)NCCCO)cc1-c1nnc2c3ccccc3c(C)nn12	-2%	8%

# Next entries:
Molecule	UDG counterscr	AID inhibitor
CCOC(=O)c1c(NC(=O)c2cc(-c3ccc(Br)cc3)on2)sc(C(C)=O)c1C	17%[57.5 µM]	26%[57.5 µM]
Cc1cc(N2CCOCC2)nc2ccc(NC(=O)Nc3ccccc3)cc12	-2%	14%
Cc1ccc(-n2c(SCc3ccccc3F)nc3[nH]ncc3c2=O)cc1C	-4%[57.5 µM]	-21%[57.5 µM]
O=S(=O)(CCCCC(Cl)(Cl)Cl)NCc1ccco1	-5%	-5%
CCCCn1c(SCC(=O)Nc2ccc(C(C)=O)cc2)nc2c(-c3ccccc3)c[nH]c2c1=O	-5%	2%
CCOc1ccc(-c2nc(SCC(=O)Nc3ccc4c(c3)OCCO4)c(-c3ccc(F)cc3)[nH]2)cc1	12%	-1%
CN(CC(=O)Nc1ccc(C(F)(F)F)cc1)C1CCc2ccccc21 (configuration not stated)	-12%	-13%
S=C(NCCc1ccccc1)NCc1cccc(Br)c1	-10%	-10%
COc1ccccc1NC(=O)c1cn(-c2ccccc2)nc1-c1ccccc1	-23%	?
Cc1ccc(CNC(=O)c2cc3c(=O)n4cccc(C)c4nc3s2)cc1	0%	-15%
Cc1ccc(C)c(CNC(=O)c2cc3ccccn3n2)c1	0%	-13%
COc1ccccc1NC(=O)C(Cc1ccccc1)NS(=O)(=O)c1ccc2c(c1)c(=O)n(C)c(=O)n2C (configuration not stated)	3%	-3%
CCC(C)NC(=O)c1c(C)oc2ncn(CC(C)C)c(=O)c12 (configuration not stated)	23%	1%
Fc1ccccc1CNC(=S)NC1CC2CCC1C2 (configuration not stated)	10%	1%
